SK-BR-3 tox 24h: SK-BR-3 proliferation inhibitors, primary screen, cell-based, human, 24 h; 0.47% of 41,000 active; viability, % at 10 µM; SK-BR-3 viability, CellTiter-Glo ATP luminescence; stronger effect = lower value; AID 847, 2007;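 active = viability at or below the median of all test compounds minus 3 SD, in both replicates if run twice, cut at about 45% in these data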;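 note: 100% = median untreated cell wells and 0% = median positive control drug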
The depositor's hits bear a star.

Start of the listing, in advance (5 entries):
SMILES	SK-BR-3 tox 24h
CCOc1ccc(-c2[nH]ncc2Oc2ccccc2OC)c(O)c1	78.0
Nc1nc2c(s1)CC(c1ccccc1)CC2 (stereo not drawn)	104.8
O=C(NCc1ccc(F)cc1)c1cc(-c2cccs2)on1	80.4
COc1cc(CN2CCN(c3cccc(C)c3C)CC2)cc(Br)c1O	73.8
COC(=O)NC1CSCC1OC(=O)CCN1C(=O)c2ccccc2C1=O (stereo not drawn)	74.6

The listing (from the top)
SMILES	SK-BR-3 tox 24h
CCOc1ccc(-c2[nH]ncc2Oc2ccccc2OC)c(O)c1	78.0
Nc1nc2c(s1)CC(c1ccccc1)CC2 (stereo not drawn)	104.8
O=C(NCc1ccc(F)cc1)c1cc(-c2cccs2)on1	80.4
COc1cc(CN2CCN(c3cccc(C)c3C)CC2)cc(Br)c1O	73.8
COC(=O)NC1CSCC1OC(=O)CCN1C(=O)c2ccccc2C1=O (stereo not drawn)	74.6
O=S1(=O)C=C(N2CCOCC2)c2ccccc21	80.0
Cc1ncsc1C(=O)Nc1nc2c(s1)CC(C)CC2 (stereo not drawn)	88.3
C=CCn1c(SCC(=O)Nc2cc(C)ccc2OC)nnc1-c1ccco1	85.4
COC(=O)CSC1=C(C#N)C(c2sccc2C)CC(=O)N1 (stereo not drawn)	89.3
O=C(OCC(=O)N1CCc2ccccc21)c1cccnc1	40.8*
COc1cccc(-c2nnc3sc(-c4ccccc4)nn23)c1	106.3
Cc1cccc(NC(=O)c2cccs2)n1	82.5
Cc1nc2cc(N3CCN(C)CC3)c(NC(=O)Cc3ccccc3)cc2c(=O)n1Cc1ccccc1	83.2
CC(=O)N1C(=O)C2(C(C#N)=C(N)Oc3n[nH]c(-c4ccccn4)c32)c2ccccc21 (stereo not drawn)	82.2
COc1cc(NC(=O)C2CCCO2)c(C(=O)O)cc1OC (stereo not drawn)	99.8
COc1ccccc1NC(=O)c1ccc(COc2ccccc2OC)o1	98.8
CC(C)C(OC(=O)c1ccco1)C(=O)NCc1ccco1 (stereo not drawn)	101.7
CCOc1ccc(S(=O)(=O)Nc2ccc(Cl)cn2)c(C)c1C	48.6
Cc1onc(-c2ccccc2)c1C(=O)NCc1ccccn1	95.7
CNC(=O)c1cccc(N2CCCC2=O)c1	84.3
Fc1cc(F)c(F)c(SCCc2ccncc2)c1F	87.1
Cc1[nH]c2ccccc2c1C(O)CN1CCN(c2cccc(C(F)(F)F)c2)CC1 (stereo not drawn)	79.5
CCn1nnc(-c2ccccc2NC(=O)c2cc(OC)cc(OC)c2)n1	74.3
CCCN(CCC)C1CC(=O)N(Cc2ccccc2)C1=O (stereo not drawn)	93.6
COc1ccc(S(=O)(=O)N2CCN(C(=O)COc3ccc4c(C)cc(=O)oc4c3)CC2)cc1	85.8
Cc1ccc(-c2cc(C(F)(F)F)n3ncc(C(=O)O)c3n2)cc1	116.5
COCc1cc(C)nc(SCC(=O)c2ccc(O)c(O)c2)c1C#N	97.3
Cc1c(C(=O)OC(C)C)[nH]c2c1C(=O)CCC2	92.4
COC(=O)CCC(=O)Oc1ccc(OC(=O)CCC(=O)OC)cc1	100.9
COc1ccccc1-c1nc2n(n1)C(c1ccc(Cl)cc1)C(C(N)=O)=C(C)N2 (stereo not drawn)	77.2

Another view of part of the listing above:
molecule | SK-BR-3 tox 24h
COCc1cc(C)nc(SCC(=O)c2ccc(O)c(O)c2)c1C#N | 97.3
Cc1c(C(=O)OC(C)C)[nH]c2c1C(=O)CCC2 | 92.4
COC(=O)CCC(=O)Oc1ccc(OC(=O)CCC(=O)OC)cc1 | 100.9

(further entries)
SMILES	SK-BR-3 tox 24h
Cc1ccc(CNC(=O)c2cc3c(=O)n4cccc(C)c4nc3n(CC3CCCO3)c2=N)cc1 (stereo not drawn)	56.8
CS(=O)(=O)CCC(C(=O)N1CCOCC1)N1C(=O)c2cc(Cl)c(Cl)cc2C1=O (stereo not drawn)	82.1
CCCCC(=O)Nc1cccc(NC(=O)CC)c1	90.5
O=c1n(-c2ccccc2)c(=O)n2n1CCCC2	95.4
CC1(C)CC(=O)C(C=NCCN2CCN(C(=O)CC3CCCC3)CC2)=C(O)C1	95.0
N#Cc1ccccc1NC(=O)Nc1cccc(Cl)c1	110.6
COC(=O)CSc1nc(C2CC2)cc(C(F)(F)F)c1C#N	83.0
COc1ccc(-c2nc(N)n[nH]2)cc1OC	125.8
O=C(N1CCCCC1)C12CC3CC(C1)CC(C(=O)N1CCCCC1)(C3)C2	88.8
CCCCC(=O)NC(Nc1nc(C2CC2)cs1)(C(=O)OCC)C(F)(F)F (stereo not drawn)	75.3
CCOc1ccc(OCc2ccc(C(=O)NCC3CCCO3)o2)cc1 (stereo not drawn)	88.0
CCN(CC)C(=O)CSc1nnc(-c2cc3ccccc3cc2O)n1CC	80.9
Cn1c(SCc2ccc(Br)cc2)nnc1-c1cccs1	86.6
N#Cc1c(NC(=O)c2cc(-n3cnnc3)ccc2Cl)sc2c1CCCC2	74.5
COc1ccc(C(=O)Nn2cc3c(c2-c2ccccc2)c(=O)n(C)c(=O)n3C)cc1	88.9
CC(NC(=O)c1ccccc1NS(C)(=O)=O)c1ccccc1 (stereo not drawn)	76.6
CC1=CC(C)(C)Nc2ccc(OC(=O)c3ccco3)cc21	13.6*
S=c1[nH]ncn1/N=C/c1ccccc1	91.0
Cc1ccc(CCSCC(=O)O)cn1	108.9
O=C(NCc1ccco1)c1cccc2ccccc12	65.5
CCCCC(=O)Nc1sc2c(c1C(N)=O)CCC2	65.5
Cc1cc(C(=O)NCc2ccc(S(N)(=O)=O)cc2)c(C)o1	87.1
CC1=C(C#N)C(=O)N(C)C(C)(C)C1	95.4
COc1cc(-c2nnc(SCC(=O)OC3CCCCC3)o2)cc(OC)c1OC	78.5
CCCc1ccccc1OCCNC(C)=O	72.6
CCn1c(SCC(=O)N2CCN(c3ccccc3)CC2)nnc1-c1cc2cc(Cl)ccc2o1	78.4
CC1=C(C)NC(=S)SC1	84.1
Cc1cccc(NC(=O)CCn2nc(C)cc2C)c1	81.3
COc1cccc(C2C(C(=O)Nc3cccnc3)=C(C)Nc3nnnn32)c1OC (stereo not drawn)	78.4
O=C(O)c1ccc(C(=O)c2ccc3c(c2)C(=O)N(Cc2ccco2)C3=O)cc1	89.4
O=c1oc(-c2cccc(S(=O)(=O)N3CCOCC3)c2)nc2ccccc12	45.2
O=C1CC(c2ccco2)=Nc2ccccc2N1	95.2
COc1cccc(/C=C2\N=C(SC)SC2=O)c1OC	107.9
Oc1ccccc1NCC(O)Cn1ccc2ccccc21 (stereo not drawn)	88.7
COc1cc2c(C(=O)N3CCN(Cc4ccc5c(c4)OCO5)CC3)cn(C)c(=O)c2cc1OC	77.7
Cc1ccccc1NC(=O)NCCc1nc2ccccc2[nH]1	91.8
Cc1ccc2nc(SCC(=O)O)nc(C)c2c1	102.0
O=C(c1cc(-c2ccccc2)nc2ccccc12)N1CCOCC1	79.0
O=C(Nc1ccccc1C(=O)NC1CCCC1)NC1CCCC1	109.1
O=C(CCCNS(=O)(=O)c1cccs1)N1CCN(c2cccc(Cl)c2)CC1	69.5
NC(=O)Cn1c(=O)oc2ccccc21	113.8
CCCC(=O)N(c1ccc2oc(=O)sc2c1)S(=O)(=O)c1cccs1	78.4
COC(=O)Nc1nn(Cc2ccccc2F)cc1Br	107.4
O=C(c1ccncc1)N(Cc1ccccc1)Cc1nc2ccccc2c(=O)[nH]1	99.6
NC(=O)c1oc2ccccc2c1NC(=O)CN1CCCCC1	95.9
Cc1cccn2c(=O)c3cc(C(=O)N4COCC4(C)C)n(C)c3nc12	77.5
COC(=O)CC1SC(=O)NC1=Nc1ccccc1 (stereo not drawn)	91.5
O=C(OCN1C(=O)c2ccccc2C1=O)c1ccco1	91.1
COC(=O)c1ccccc1NC(=O)CCNC(=O)Cn1cnc2ccccc2c1=O	117.7
CCOC(=O)COc1ccc2nsnc2c1Cl	75.9
COC(=O)c1cc2c(C)nn(-c3ccccc3)c2s1	86.9
O=C(O)c1cccc(Cn2cccn2)c1	91.6
Cc1cc(C(=O)CSc2n[nH]c(N)n2)c(C)n1-c1cc(F)ccc1F	98.1
c1ccc2c(-c3nc4ncccc4o3)cccc2c1	89.4
CNC(=O)CSc1nnc(-c2cc(C)cc(C)c2)o1	75.6
COc1ccc(OC)c(C(c2nnnn2Cc2ccccc2)N2CCN(C3CCCCC3)CC2)c1 (stereo not drawn)	85.0
CCc1nc(NCC2CCCO2)c2oc3ccccc3c2n1 (stereo not drawn)	93.1
Cc1cc(C)c(C#N)c(SCC(O)CS(=O)(=O)Cc2ccccc2)n1 (stereo not drawn)	87.4
COc1ccc(CCNS(=O)(=O)c2ccc3c(c2)OCCO3)cc1OC	77.0
Cn1c(=O)c2c(nc(CN3CCN(c4ccc(F)cc4)CC3)n2CCN2CCOCC2)n(C)c1=O	100.7

Remaining list, next part:
SMILES	SK-BR-3 tox 24h
COC(=O)c1nc(C(=O)OC)c(C(=O)OC)nc1C(=O)OC	90.7
CC1(C)Oc2ccc3ccc(=O)oc3c2/C(=C/Nc2ccccn2)C1=O	89.8
O=C(Nc1ccc(CCC(=O)N2CCCC2)cc1)c1ncn[nH]1	91.4
Cc1cnc(NC(=O)CSc2nnc(-c3ccccc3)n2Cc2ccccc2)s1	55.8
CCOC(=O)c1sc(NC(=O)c2ccc(S(=O)(=O)N3CCOCC3)cc2)cc1C	98.6
CSc1nnc(-c2sc3cc(Cl)ccc3c2Cl)n1C	115.8
CCOC(=O)CC12CN3CN(C1)CC(CC(=O)OCC)(C3)C2=O	140.3
CCC(=O)Nc1c(C#N)c2nc3ccccc3nc2n1-c1ccc(C)cc1	87.3
COc1ccc2c(=O)c3c(=O)n(Cc4ccco4)c(-c4ccc(C)cc4)nc3oc2c1	81.3
CN(Cc1ccccc1)Cc1nc2c(c(=O)n(C)c(=O)n2C)n1CCc1ccccc1	73.6
CCCn1c(SCC(=O)N2CCc3ccccc32)nnc1-c1ccco1	96.2
CS(=O)(=O)N(CC(=O)NCc1ccncc1)c1cc(Cl)cc(Cl)c1	89.8
CCOC(=O)c1ccccc1NC(=O)CC1SC(=NC)N(C)C1=O (stereo not drawn)	102.8
CCCOc1ccc(C(=O)NCCC(=O)NCCCC(=O)OCC)cc1	100.8
c1csc(-c2noc(COc3ccc4c(c3)CCCC4)n2)c1	92.4
CCCN1CCN(CCCNC(=O)Cn2nc(-c3ccc(Cl)cc3)ccc2=O)CC1	69.3
O=S(=O)(c1ccc(Cl)cc1)N1CCN(c2ccc(N3CCOCC3)nn2)CC1	95.6
CN1CCc2c(sc3c2C(=O)NC(/C=C/c2ccco2)N3)C1 (stereo not drawn)	104.7
CN(c1ccc(Cl)cc1)c1cc(=O)n(C)c2ccccc12	85.1
O=C(CSc1nnc(Cc2cccs2)n1-c1ccccc1)NC1CCCCC1	96.6
CCOC(=O)/C(C#N)=C(\N)C(C)C(=O)Nc1ccccn1 (stereo not drawn)	113.3
c1coc(CNc2c3c(nc4ncnn24)CCC3)c1	101.6
CC(=O)c1cccc(NC(=O)c2cc(-c3ccc(C)cc3)on2)c1	90.2
COc1cc2c(cc1OC)C(=NCCC(=O)O)NC(C)(C)C2	111.0
Cc1ccc(S(=O)(=O)N2CC3CCC2C3)cc1 (stereo not drawn)	93.2
Cc1ccc(NC(=O)N2C(=O)C3(OCCO3)c3ccccc32)cc1	107.2
O=C(O)CCCC(=O)NCCc1cccc(Cl)c1	82.0
CCC(NC(C)C)C(O)c1ccc(O)c(O)c1 (stereo not drawn)	67.4
O=C(Nc1nnc(CC2=CCCCC2)s1)c1cccs1	96.4
O=C(COC(=O)c1ccco1)Nc1nc2ccccc2s1	97.2
CC(C(=O)N1CCCc2c1c(=O)oc1ccc(O)cc21)N1CCc2ccccc2C1 (stereo not drawn)	81.2
Cc1[nH]c2ccccc2c(=O)c1CN1CCCCC1	91.5
COc1cccc(N2C(=O)N(c3ccccc3Cl)C3CS(=O)(=O)CC32)c1 (stereo not drawn)	86.3
Cc1ccc(S(=O)(=O)N2CCN(S(=O)(=O)c3ccc4c(c3)OCCO4)CC2)cc1	79.3
CCOC(=O)C1[C@H]2C(=O)N(C(C)c3ccc(OC)cc3)C[C@]23C=C[C@H]1O3 (stereo partly drawn)	94.7
COc1cccc(NC(=O)CC2(CC(=O)O)CCCC2)c1	101.5
CCOc1cc(C(=O)NC(C)COC)cc(OCC)c1OCC (stereo not drawn)	110.1
Cc1cccc2[nH]c3c(=O)n(CCN4CCNCC4)cnc3c12	66.3
O=C(OCC(=O)N1CCN(c2ccccc2)CC1)c1ccc2ncsc2c1	126.8
OCc1ccccc1CNCc1ccccc1	96.4
CC1CCN(C(=O)C2c3ccccc3C(=O)N3CCc4ccccc4C23)CC1 (stereo not drawn)	75.8
Cn1cnnc1SCc1ccc(C#N)cc1Cl	83.4
C[C@H](NC(=O)OC(C)(C)C)c1nnc(SCC(N)=O)o1	90.4
CCC(C)(C)n1nnnc1C(C(C)C)N1CCSCC1 (stereo not drawn)	64.5
O=C(NCc1ccco1)C(c1cccs1)N(C(=O)C1COc2ccccc2O1)c1cccc(O)c1 (stereo not drawn)	94.7

Brought forward from above: 2 compounds, followed by the next part.
SMILES	SK-BR-3 tox 24h
CCC(C)(C)n1nnnc1C(C(C)C)N1CCSCC1 (stereo not drawn)	64.5
O=C(NCc1ccco1)C(c1cccs1)N(C(=O)C1COc2ccccc2O1)c1cccc(O)c1 (stereo not drawn)	94.7
Cc1ccc(N2CCN(c3cc(C)nc4c5c(C)cc(C)nc5nn34)CC2)cc1	87.0
CCCOc1ccc(C2c3c(oc4ccccc4c3=O)C(=O)N2CCN(CC)CC)cc1OC (stereo not drawn)	74.4
COc1ccccc1Cn1c2nc3ccccc3nc2c2c(=O)n(CC(C)C)cnc21	78.9
Cc1ccc(-c2noc(C3CCN(S(C)(=O)=O)CC3)n2)o1	82.8
Cc1nn(CC(=O)NCC2CCCO2)c(=O)c2ccccc12 (stereo not drawn)	104.0
O=C(Nc1ccccc1)N(CCN1CCOCC1)Cc1cccc(Cl)c1	87.3
COc1ccc(Cn2nnnc2CN(Cc2cc3ccc(C)cc3[nH]c2=O)C2CCCC2)cc1	85.6
O=C(NC1CCCCC1)C(c1cccs1)N(Cc1cccs1)C(=O)c1ccco1 (stereo not drawn)	72.9

High-throughput results (PubChem BioAssay)

The list is partial; the hit share may differ from the screen's.
